hcDAF12 agonist – activates DAF-12 receptor from parasite H. contortus; activation, % at 6.8 µM; HEK293 hcDAF-12 lit1-tk-luc reporter, luminescence; 0% DMSO, 100% Δ7-dafachronic acid; AID 652067; hit rate 1.4% among 370,000;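 active means activation above the mean of all tested compounds plus 3 SD, cut at about 5.5% in these data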;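 further: 100% = response to 3 µM Δ7-dafachronic acid high control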
FXN GAA850 act – activators of GAA850 frataxin (FXN) promoter; HEK293 lucGAA850 FXN promoter luciferase reporter, 24 h; percent of 10 µM SAHA response; activation, % at 6 µM; hit rate 0.56% among 360,000;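 active means activation above the average of all compounds screened plus 3 SD, cutoff fixed separately per campaign, cut at about 7.5% in these data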;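 further: 0% = DMSO wells and 100% = 10 µM SAHA wells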
DAX1 inh-1 – inhibitors of human orphan nuclear receptor DAX1 (NR0B1); AID 504766; inhibition, % at 6.75 µM; hit rate 0.99% among 340,000; P51843; HEK293 Gal4-DAX1 luciferase reporter, luminescence;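 active means inhibition above the mean over all tested compounds plus 3 SD, cut at about 4.2% in these data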;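 further: 0% = DAX1-transfected cells with DMSO and 100% = empty-vector control cells with DMSO; inhibition shows as a rise in luminescence from relieved DAX1 repression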
Target sequence (P51843 207-470 limits assumed): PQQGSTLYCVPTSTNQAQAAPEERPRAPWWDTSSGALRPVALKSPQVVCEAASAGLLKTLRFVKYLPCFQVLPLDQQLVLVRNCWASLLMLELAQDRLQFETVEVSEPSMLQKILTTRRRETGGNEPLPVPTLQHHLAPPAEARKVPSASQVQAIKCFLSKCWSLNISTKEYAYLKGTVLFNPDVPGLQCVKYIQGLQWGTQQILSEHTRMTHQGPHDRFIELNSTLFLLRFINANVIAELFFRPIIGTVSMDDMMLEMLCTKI
SMARCA2 activ – SMARCA2 function activation, primary screen | MG213 cells, MMTV-luciferase reporter, dexamethasone, overnight | activation, % at 9.1 µM | hit rate 1% among 370,000; in the data active means activation above about 7.8%;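 further: 0% = vehicle wells and 100% = reference activator wells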
proKLK7 act – activators of human kallikrein-7 zymogen; P49862; purified proKLK7, EDANS-DABCYL substrate fluorescence; 100% is mature enzyme control, 0% vehicle; activation, % at 7 µM; hit rate 0.9% among 370,000;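 active means activation above the mean of all tested compounds plus 3 SD, computed per campaign excluding outliers beyond control limits, cut at about 13% in these data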
Target sequence (P49862 whole entry, looked up): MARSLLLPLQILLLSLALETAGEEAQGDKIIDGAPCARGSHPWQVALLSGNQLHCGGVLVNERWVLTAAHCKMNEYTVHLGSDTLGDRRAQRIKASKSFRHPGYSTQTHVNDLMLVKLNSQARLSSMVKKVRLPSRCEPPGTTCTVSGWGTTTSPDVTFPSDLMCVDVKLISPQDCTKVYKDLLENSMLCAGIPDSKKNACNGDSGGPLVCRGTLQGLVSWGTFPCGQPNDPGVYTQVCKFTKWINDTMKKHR
ssDAF12 agonist – activators of S. stercoralis DAF-12 nuclear receptor; hit rate 1% among 370,000; activation, % at 6.8 µM; HEK293 ssDAF-12/GRIP1 lit1-tk-luc reporter, luminescence; % of 3 µM dafachronic acid response;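 active means activation above the mean over all tested compounds plus 3 SD, cut at about 0.9% in these data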;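 further: 0% = DMSO-only wells and 100% = 3 µM delta7-dafachronic acid wells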
hgDAF12 agonist – activates the H. glycines DAF-12 receptor ligand-binding domain | HEK293 GAL4-hgDAF12 UAS-luciferase reporter, agonist luminescence; normalized to butyrate control | activation, % at 6.8 µM | hit rate 1.8% among 370,000 | AID 687014;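 active means activation above a cutoff set at the mean of all screened compounds plus 3 SD, cut at about 10% in these data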;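 further: 0% = DMSO wells and 100% = sodium butyrate wells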
NPR1 activator – GC-A (human) enzyme activation; P16066; HEK293 GC-A cells, cGMP TR-FRET, EC30 ANP; 0% at EC30 ANP, 100% saturating ANP; activation, % at 10 µM; hit rate 0.14% among 370,000; AID 1671463; in the data active means activation above about 40%
GC-B act – GC-B (human) receptor activation. P20594. HEK293-GC-B cells, CNP EC30, cGMP TR-FRET; 0% at EC30 CNP, 100% saturating CNP. activation, % at 10 µM. hit rate 0.11% among 370,000;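 active means activation at 10 µM reaching about 35% in either raw or pattern-adjusted values, limit read from the data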
HGIII-sPLA2 inh – Inhibits HGIII-sPLA2 liposome hydrolysis, primary screen | Q9NZ20 | inhibition, % at 12.2 µM | QFRET BODIPY PC-A2 liposome hydrolysis, fluorescence | hit rate 0.56% among 370,000;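 active means inhibition above mean plus 3 SD of compounds lying within the high and low control bounds, cut at about 19% in these data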;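 further: 0% = median of test compound wells and 100% = no enzyme DMSO wells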
Target sequence (Q9NZ20 whole entry, looked up): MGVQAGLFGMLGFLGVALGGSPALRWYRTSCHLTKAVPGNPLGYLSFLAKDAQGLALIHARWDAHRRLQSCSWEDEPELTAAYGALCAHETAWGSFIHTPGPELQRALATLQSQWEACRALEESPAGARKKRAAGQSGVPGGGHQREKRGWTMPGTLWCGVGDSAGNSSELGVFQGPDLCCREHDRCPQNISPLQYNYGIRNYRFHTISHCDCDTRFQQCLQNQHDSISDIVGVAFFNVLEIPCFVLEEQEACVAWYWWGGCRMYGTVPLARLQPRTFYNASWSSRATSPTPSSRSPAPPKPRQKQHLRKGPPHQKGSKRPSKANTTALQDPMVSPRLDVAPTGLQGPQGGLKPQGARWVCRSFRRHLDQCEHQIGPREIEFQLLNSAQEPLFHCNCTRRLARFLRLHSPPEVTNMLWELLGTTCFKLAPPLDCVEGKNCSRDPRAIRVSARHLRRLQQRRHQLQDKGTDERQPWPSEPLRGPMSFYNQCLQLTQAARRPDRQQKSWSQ
DAX1 inh-2 – blocks DAX1 repression of SF-1 activated StAR promoter; HEK293T StAR-luciferase reporter, SF-1/DAX-1 repression relief; inhibition, % at 6.8 µM; hit rate 1.1% among 370,000; AID 652010;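 active means inhibition above the mean over all tested compounds plus 3 SD, cut at about 3.6% in these data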;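 further: 0% = DAX-1 cells with DMSO and 100% = cells lacking DAX-1 with DMSO; higher inhibition means more luminescence from relief of DAX-1 repression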
* hit, by the source's call.

For CCOC(=O)C1CCN(C(=O)c2ccc(Cl)c(S(=O)(=O)N3CCCC3)c2)CC1 the results were hcDAF12 agonist 0.2, FXN GAA850 act 1.9, DAX1 inh-1 -0.1, SMARCA2 activ 1.8, proKLK7 act -0.2, ssDAF12 agonist -0.8, hgDAF12 agonist 3.8, NPR1 activator -0.7, GC-B act -1.2, HGIII-sPLA2 inh -4.4 and DAX1 inh-2 -0.9.
For Cc1cccc(OCCC(=O)NNC(=O)c2ccoc2C)c1 the results were hcDAF12 agonist 0.5, FXN GAA850 act 2.4, DAX1 inh-1 0.5, SMARCA2 activ -3.1, proKLK7 act 0.2, ssDAF12 agonist -1.0, hgDAF12 agonist 2.0, NPR1 activator -1.8, GC-B act 7.8, HGIII-sPLA2 inh 4.1 and DAX1 inh-2 0.2.
For COc1cc(CNCc2cccc(OC)c2OC)cc(OC)c1 the results were hcDAF12 agonist -1.9, FXN GAA850 act 0.9, DAX1 inh-1 -0.4, SMARCA2 activ 1.1, proKLK7 act 0.1, ssDAF12 agonist -1.8, hgDAF12 agonist -2.2, NPR1 activator -14.7, GC-B act -4.8, HGIII-sPLA2 inh 0.0 and DAX1 inh-2 0.2.
`c1ccc(-c2cc3ccccc3[nH]2)cc1` gave hcDAF12 agonist 1.9, FXN GAA850 act 1.2, DAX1 inh-1 0.3, SMARCA2 activ -1.3, proKLK7 act -0.4, ssDAF12 agonist -0.3, hgDAF12 agonist 3.9, NPR1 activator 8.2, GC-B act -2.9, HGIII-sPLA2 inh -34.5 and DAX1 inh-2 -0.6.
Screening CCOC(=O)c1sc(NC(=O)CSc2nc(C)cc(C)n2)c(C#N)c1C returned hcDAF12 agonist -0.7, FXN GAA850 act -2.2, DAX1 inh-1 0.8, SMARCA2 activ -5.0, proKLK7 act -0.4, ssDAF12 agonist -0.8, hgDAF12 agonist 1.6, NPR1 activator 9.8, GC-B act 9.8, HGIII-sPLA2 inh -4.2 and DAX1 inh-2 -0.5.
Screening CN(C)CCNC(=O)NC1CCCCC1 returned hcDAF12 agonist 0.1, FXN GAA850 act 1.2, DAX1 inh-1 -0.3, SMARCA2 activ -1.2, proKLK7 act -0.1, ssDAF12 agonist -1.1, hgDAF12 agonist 0.6, NPR1 activator 1.2, GC-B act 1.8, HGIII-sPLA2 inh 9.9 and DAX1 inh-2 0.2.
`CCN(CC(=O)NCc1cccs1)C(=O)CCC(=O)c1ccc(C)cc1` gave hcDAF12 agonist 1.6, FXN GAA850 act 1.2, DAX1 inh-1 0.0, SMARCA2 activ 2.8, proKLK7 act -0.5, ssDAF12 agonist -1.2, hgDAF12 agonist -0.5, NPR1 activator 2.6, GC-B act -2.3, HGIII-sPLA2 inh -6.8 and DAX1 inh-2 -0.3.
COc1ccccc1C(=O)Oc1ccc(N2C(=O)CCC2=O)cc1 was read as hcDAF12 agonist -1.9, FXN GAA850 act 1.2, DAX1 inh-1 2.0, SMARCA2 activ -2.8, proKLK7 act 0.7, ssDAF12 agonist -1.2, hgDAF12 agonist -1.0, NPR1 activator 5.0, GC-B act 4.3, HGIII-sPLA2 inh 5.3 and DAX1 inh-2 -0.7.
Cc1ccc(NC(=O)COc2cccc(Oc3ccccc3)c2)cc1S(=O)(=O)N1CCOCC1 was read as hcDAF12 agonist -1.7, FXN GAA850 act 0.3, DAX1 inh-1 -0.4, SMARCA2 activ -2.7, proKLK7 act -0.2, ssDAF12 agonist -1.2, hgDAF12 agonist -4.3, NPR1 activator 1.0, GC-B act 2.2, HGIII-sPLA2 inh -16.1 and DAX1 inh-2 -3.9.
Screening COc1ccc(/C(C)=N/NC(=O)c2nc(C)cc(C)n2)cc1 returned hcDAF12 agonist 1.1, FXN GAA850 act 4.5, DAX1 inh-1 2.4, SMARCA2 activ 5.6, proKLK7 act -0.7, ssDAF12 agonist 0.6, hgDAF12 agonist 6.9, NPR1 activator 1.0, GC-B act 4.7, HGIII-sPLA2 inh 2.6 and DAX1 inh-2 2.2.
For CCN(CC)C(=O)C1=C(C)N(Cc2ccc(C(C)(C)C)cc2)C(=O)C(CC(=O)NCC2CCCCC2)C1 (configuration not stated) the results were hcDAF12 agonist -0.9, FXN GAA850 act 0.5, DAX1 inh-1 -1.2, SMARCA2 activ -2.5, proKLK7 act -0.1, ssDAF12 agonist -0.7, hgDAF12 agonist 2.4, NPR1 activator -0.4, GC-B act 1.5, HGIII-sPLA2 inh -0.8 and DAX1 inh-2 -0.4.
`COc1ccc(-c2csc3ncnc(N4CCN(c5ccccc5OC)CC4)c23)cc1` gave hcDAF12 agonist -3.9, FXN GAA850 act 1.2, DAX1 inh-1 -2.1, SMARCA2 activ -5.0, proKLK7 act -0.5, ssDAF12 agonist -1.4, hgDAF12 agonist -2.3, NPR1 activator -28.2, GC-B act -11.8, HGIII-sPLA2 inh -4.1 and DAX1 inh-2 -0.9.
For O=C(COc1ncnc2cc([N+](=O)[O-])ccc12)N(CCc1ccccc1)Cc1ccccc1 the results were hcDAF12 agonist -0.3, FXN GAA850 act 0.5, DAX1 inh-1 0.9, SMARCA2 activ -3.8, proKLK7 act -0.1, ssDAF12 agonist 0.3, hgDAF12 agonist -2.5, NPR1 activator -7.8, GC-B act -8.5, HGIII-sPLA2 inh 7.5 and DAX1 inh-2 -0.6.
CCOC(=O)c1cc2ccccc2n1CC(=O)c1ccccc1 was read as hcDAF12 agonist 1.2, FXN GAA850 act 1.9, DAX1 inh-1 0.2, SMARCA2 activ -2.8, proKLK7 act 0.1, ssDAF12 agonist -0.2, hgDAF12 agonist 0.6, NPR1 activator -0.3, GC-B act -8.0, HGIII-sPLA2 inh -3.7 and DAX1 inh-2 -0.3.
`COc1cc(C)nc(NC(=S)N(C)C(=O)c2ccccc2)n1` gave hcDAF12 agonist -0.1, FXN GAA850 act 1.6, SMARCA2 activ -3.8, proKLK7 act 0.2, ssDAF12 agonist -2.1, hgDAF12 agonist 0.0, NPR1 activator -2.9, GC-B act -5.5, HGIII-sPLA2 inh 2.5 and DAX1 inh-2 0.8.
`CCn1nnc2cc(C(=O)Nc3cccc(S(=O)(=O)N(C)C)c3)ccc21` gave hcDAF12 agonist -2.4, FXN GAA850 act -1.5, DAX1 inh-1 -0.6, SMARCA2 activ 6.2, proKLK7 act 0.3, ssDAF12 agonist -1.1, hgDAF12 agonist -2.1, NPR1 activator -1.0, GC-B act -3.5, HGIII-sPLA2 inh -8.2 and DAX1 inh-2 -1.3.
`COc1ccccc1C(=O)Nc1ccnn1C1CCN(C)CC1` gave hcDAF12 agonist 0.5, FXN GAA850 act 0.5, DAX1 inh-1 -0.6, SMARCA2 activ -2.7, proKLK7 act 0.5, ssDAF12 agonist -1.1, hgDAF12 agonist 0.3, NPR1 activator -2.7, GC-B act -0.5, HGIII-sPLA2 inh -3.8 and DAX1 inh-2 -0.1.
CCCNC(=O)C1CC(=O)N(c2ccc(OCC)cc2)C1 (configuration not stated) was read as hcDAF12 agonist 1.3, FXN GAA850 act 2.6, DAX1 inh-1 -0.9, SMARCA2 activ -1.8, proKLK7 act 0.0, ssDAF12 agonist -1.7, hgDAF12 agonist -0.9, NPR1 activator 3.2, GC-B act 4.2, HGIII-sPLA2 inh -0.2 and DAX1 inh-2 -0.3.
`CS(=O)(=O)N(CC(=O)N1CCCC1)c1cccc(Cl)c1` gave hcDAF12 agonist 0.4, FXN GAA850 act 0.6, DAX1 inh-1 0.7, SMARCA2 activ -1.2, proKLK7 act 0.6, ssDAF12 agonist -0.7, hgDAF12 agonist 2.5, NPR1 activator 1.2, GC-B act 3.3, HGIII-sPLA2 inh 0.6 and DAX1 inh-2 0.4.
Screening O=C(CN(c1ccc(Br)cc1)S(=O)(=O)c1ccc(Cl)c([N+](=O)[O-])c1)NCC1CCCO1 (configuration not stated) returned hcDAF12 agonist -0.7, FXN GAA850 act -2.9, DAX1 inh-1 0.9, SMARCA2 activ 2.4, proKLK7 act 0.6, ssDAF12 agonist -1.0, hgDAF12 agonist 0.0, NPR1 activator -23.2, GC-B act -6.0, HGIII-sPLA2 inh 0.0 and DAX1 inh-2 -0.6.
Screening O=C(COc1ccc2c(c1)OCO2)Nc1ccc2c(c1)oc1ccccc12 returned hcDAF12 agonist -1.1, FXN GAA850 act 1.5, DAX1 inh-1 0.1, SMARCA2 activ 1.0, proKLK7 act -0.5, ssDAF12 agonist -1.3, hgDAF12 agonist 1.9, NPR1 activator 1.2, GC-B act 2.3, HGIII-sPLA2 inh -11.8 and DAX1 inh-2 -0.6.
`COc1cc(N2C(=O)CC3(CCCC3)CC2=O)cc(OC)c1OC` gave hcDAF12 agonist 0.9, FXN GAA850 act -0.1, DAX1 inh-1 -0.6, SMARCA2 activ -0.9, proKLK7 act 0.6, ssDAF12 agonist 0.6, hgDAF12 agonist -1.3, NPR1 activator -5.7, GC-B act -2.0, HGIII-sPLA2 inh -0.7 and DAX1 inh-2 0.5.
CCn1cc(CNCc2cn(C)nc2-c2ccc(C3CCCCC3)cc2)cn1 was read as hcDAF12 agonist -1.9, FXN GAA850 act 0.5, DAX1 inh-1 -0.6, SMARCA2 activ -3.4, proKLK7 act 0.7, ssDAF12 agonist -1.4, hgDAF12 agonist 3.9, NPR1 activator -3.3, GC-B act -2.7, HGIII-sPLA2 inh -12.5 and DAX1 inh-2 -0.8.
COC(=O)Nc1ccc(S(=O)(=O)N2CCC(C(=O)N3CCCCC3C)CC2)cc1 (configuration not stated) was read as hcDAF12 agonist -1.8, FXN GAA850 act -1.7, DAX1 inh-1 -0.8, SMARCA2 activ -5.2, proKLK7 act 0.4, ssDAF12 agonist -2.2, hgDAF12 agonist -2.8, NPR1 activator -4.2, GC-B act -0.2, HGIII-sPLA2 inh 9.0 and DAX1 inh-2 0.5.
`CC(C)n1nc(C(=O)Nc2nc3ccccc3[nH]2)c2ccccc2c1=O` gave hcDAF12 agonist -1.9, FXN GAA850 act -1.5, DAX1 inh-1 -1.0, SMARCA2 activ -2.6, proKLK7 act 0.6, ssDAF12 agonist -2.0, hgDAF12 agonist -3.4, NPR1 activator 8.7, GC-B act 8.4, HGIII-sPLA2 inh 15.8 and DAX1 inh-2 -2.6.
`Cc1ccccc1CNC(=O)Cn1cnc(S(=O)(=O)N2CCCC2)c1` gave hcDAF12 agonist -1.3, FXN GAA850 act 0.1, DAX1 inh-1 0.4, SMARCA2 activ -1.2, proKLK7 act 0.2, ssDAF12 agonist -0.7, hgDAF12 agonist 2.4, NPR1 activator 4.5, GC-B act 7.3, HGIII-sPLA2 inh 4.9 and DAX1 inh-2 0.3.
Screening S=c1[nH]nc(CSCCOc2ccccc2)o1 returned hcDAF12 agonist 1.9, FXN GAA850 act 0.0, DAX1 inh-1 -0.3, SMARCA2 activ 4.3, proKLK7 act 0.0, ssDAF12 agonist -0.8, hgDAF12 agonist -1.6, NPR1 activator 0.9, GC-B act -2.5, HGIII-sPLA2 inh 7.4 and DAX1 inh-2 0.2.
